# M1 ag parental: counter-screen for M1 agonists: effect in parental CHO-K1 cells | actives 0.48% (n = 360,000) | activation, % at 3 µM | Fluo-8 calcium fluorescence; scaled to maximal ATP response, vehicle zero | AID 602248, 2012; in the data active = activation above about 15%;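 note: untransfected CHO-K1 host cells lacking M1 receptor as counterscreen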
# TAAR1 antag: human TAAR1 antagonists, primary screen, Fluo-8 calcium fluorescence, CHO RD-HGA16 cells; Trace amine-associated receptor 1 (Homo sapiens), Q96RJ0; AID 624466, 2012; inhibition, % at 3 µM; antagonist; actives 1.5% (n = 360,000);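 active = inhibition above a per-plate cutoff, the mean inhibition of test compounds on that plate plus 3 SD, cut at about 49% in these data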;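 note: 0% = DMSO plus EC80 beta-PEA response and 100% = DMSO alone without agonist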
# Target sequence (Q96RJ0 whole entry, looked up): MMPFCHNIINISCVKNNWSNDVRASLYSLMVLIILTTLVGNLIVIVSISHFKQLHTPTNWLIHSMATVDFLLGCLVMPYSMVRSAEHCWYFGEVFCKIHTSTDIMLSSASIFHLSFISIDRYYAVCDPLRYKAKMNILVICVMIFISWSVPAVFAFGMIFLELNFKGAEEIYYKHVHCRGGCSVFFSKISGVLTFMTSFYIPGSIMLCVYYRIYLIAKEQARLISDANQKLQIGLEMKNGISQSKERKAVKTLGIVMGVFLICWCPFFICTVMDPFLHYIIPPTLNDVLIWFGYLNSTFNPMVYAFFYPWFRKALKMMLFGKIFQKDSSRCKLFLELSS
#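 Test system: hTAAR1-expressing CHO RD-HGA16 cells, Gα16-coupled; Probe or stimulus: EC80 β-phenethylamine stimulus; Compound dosing: single nominal final test compound concentration of 3 µM; Timing: 140 s kinetic read after compound, 140 s after agonist; Signal: Fluo-8 calcium-sensitive fluorescence; Measure: % inhibition of agonist calcium response; Controls: DMSO and EC80 PEA controls.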
# M1 ag: human M1 muscarinic receptor agonists, primary screen, Fluo-8 calcium fluorescence, CHO-K1 cells, HTS; Muscarinic acetylcholine receptor M1 (Homo sapiens), P11229; CHO-K1 hM1, agonist mode; 0% DMSO, 100% acetylcholine EC100; activation, % at 3 µM; actives 0.33% (n = 360,000);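 active = activation above the run's mean compound activation plus 3 SD, cut at about 16% in these data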;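 note: peak over basal fluorescence ratio within a 140 s kinetic read after compound addition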
# OXTR potentiator: human OXTR potentiators, primary screen, fluorescence, CHO-OTR cells, Fluo-8 calcium | Fluo-8 calcium fluorescence, potentiator mode; 0% = oxytocin EC15, 100% = EC100 | activation, % at 3 µM | actives 0.061% (n = 320,000);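 active = activation above that plate's cutoff, the mean activation of tested compounds plus 3 SD, cut at about 6.6% in these data, passing the limit was not always enough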;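 note: 100% uses oxytocin at 75 nM as the full agonist control; some results filed as inactive read as strong as hits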
#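 Assay system: CHO cell line stably expressing human OTR | Also added: Oxytocin at about EC15, sub-maximal agonist stimulus | Times: Compound 6 min at room temperature before oxytocin, 100 s read | Measured by: Fluo-8 intracellular calcium fluorescence, ex 470-495, em 515-575 nm | Controls: EC15 oxytocin alone as 0%, 75 nM oxytocin as 100%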
# CHO parental Ca: ATP-evoked calcium signal inhibitors, parental CHO, primary screen, counter-screen for OX1R antagonist project, cell-based, fluorescence, Fluo-8 calcium dye | parental CHO-K1, ATP-induced calcium, Fluo-8 fluorescence | inhibition, % at 5.6 µM | actives 0.63% (n = 330,000) | AID 463079, 2010;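 active = inhibition above that plate's mean sample inhibition plus 3 SD, cut at about 26% in these data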;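 note: 0% = ATP-challenged DMSO wells and 100% = DMSO wells without ATP; some compounds past the cut are filed as inactive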
#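 Material: Parental CHO cells | Reagent: ATP | Compound dosing: Single nominal dose of 5.6 µM per compound | Detection: Intracellular calcium via Fluo-8 no-wash fluorescent dye | Read-out: % inhibition of ATP-induced calcium mobilization | Benchmarks: Low control ATP plus DMSO, high control DMSO only | Replicates: Singlicate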
# V1aR counter: agonists of human V1a receptor, primary screen, counter-screen for OXTR agonist project, fluorescence, CHO-V1R cells; Vasopressin V1a receptor (Homo sapiens), P37288; Fluo-8 calcium fluorescence, agonist mode; 0% DMSO, 100% 3 nM vasopressin; activation, % at 3 µM; actives 0.25% (n = 320,000); AID 2797, 2010;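 active = activation above the mean activation of all tested compounds plus 3 SD, per screening run, cut at about 20% in these data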;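 note: signal is peak over basal fluorescence ratio across a 100 second FLIPR read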
# Target sequence (P37288 whole entry, looked up): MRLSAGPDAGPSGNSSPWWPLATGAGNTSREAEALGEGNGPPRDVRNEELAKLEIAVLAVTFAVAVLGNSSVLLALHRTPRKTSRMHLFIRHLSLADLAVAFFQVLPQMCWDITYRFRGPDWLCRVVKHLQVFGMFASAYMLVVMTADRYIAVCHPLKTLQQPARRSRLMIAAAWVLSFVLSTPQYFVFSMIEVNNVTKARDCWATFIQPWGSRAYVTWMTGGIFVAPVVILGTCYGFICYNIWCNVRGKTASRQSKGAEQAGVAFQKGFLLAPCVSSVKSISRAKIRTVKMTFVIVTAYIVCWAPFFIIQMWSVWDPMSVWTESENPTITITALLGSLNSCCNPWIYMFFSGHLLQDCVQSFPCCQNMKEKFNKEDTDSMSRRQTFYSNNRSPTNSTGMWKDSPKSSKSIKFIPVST
# TAAR1 ag: human TAAR1 agonists, primary screen, Fluo-8 calcium fluorescence, CHO RD-HGA16 cells | activation, % at 3 µM | actives 0.99% (n = 360,000) | vehicle wells 0%, saturating PEA agonist 100%;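 active = activation above the mean activation of all test compounds in the run plus 3 SD, cut at about 38% in these data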
#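 Assay system – CHO-derived RD-HGA16 cells with stable Gα16 and human TAAR1 · Compound dosing – one-point dosing at 3 µM (nominal) · Incubation – 17-24 h seeding, 75 min 37 °C dye, 30 min RT · Measured by – kinetic Fluo-8 calcium fluorescence · Control set – DMSO vehicle as 0%, PEA at EC100 as 100% · Repeats – single well for each compound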
# CHO-K1 Ca antag: nonselective inhibitor or artifact in parental CHO-K1 cells; ATP-induced calcium, Fluo-8 fluorescence; inhibition, % at 3 µM; actives 0.6% (n = 360,000); AID 602250;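 active = inhibition above a per-plate cutoff, the plate's mean sample inhibition plus 3 SD, cut at about 24% in these data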;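 note: 0% = DMSO plus EC80 ATP and 100% = DMSO alone without ATP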
# CHO-K1 Ca PAM: nonselective calcium activators in parental CHO-K1 cells, primary screen, counter-screen for M1 PAM project, cell-based, Fluo-8 calcium fluorescence, full deck, 1536-well | ATP EC20; 0% at ATP EC20, 100% at ATP max | activation, % at 3 µM | actives 0.02% (n = 360,000) | AID 602247, 2012;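 active = activation above the run cutoff, the mean activation of all test compounds plus 3 SD, cut at about 40% in these data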;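 note: peak over basal fluorescence ratio in a 140 s read after ATP addition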
# Active calls of the source: *; / = no result given; & = joins results of further samples.
SMILES,M1 ag parental,TAAR1 antag,M1 ag,OXTR potentiator,CHO parental Ca,V1aR counter,TAAR1 ag,CHO-K1 Ca antag,CHO-K1 Ca PAM
O=C(C1CCCN(S(=O)(=O)Cc2ccccc2)C1)N1CCCCC1 (stereo unspecified),0.4,16,-3,-12,3,1.1,6,-1,4
OCCN1CCN(c2ncnc3sc(-c4ccccc4)cc23)CC1,0.6,9,-10,-3,-28,0.0,3,-6,12
CC(=O)Nc1ccc(S(=O)(=O)N2CCN(C(=O)c3cccnc3)CC2)cc1,-0.1,7,-4,-4,-6,0.6,12,1,19
Cc1nn(CC(=O)NCc2ccc(OC(C)C)cc2)c(=O)c2cc3occc3n12,/,8,/,-12,-15,-0.5,3,/,/
CCC(C)(C)NC(=O)C(c1cccs1)N(C(=O)c1ccn[nH]1)c1ccccc1 (stereo unspecified),1.0,1,-4,-18,-21,-0.8,3,5,-5
Clc1ccc(CSc2nnc(-c3sccc3-n3cccc3)o2)cc1,1.7,32,-1,-14,-19,2.0,3,-9,24
COC(=O)CCC(=O)Nc1sc(C)c(C)c1C(N)=O,0.1,0,-3,-4,-6,0.0,0,-10,18
CCOC(=O)c1c(NC(=O)Nc2ccc(C)cc2)sc2c1CCN(C)C2,-0.2,-31,-4,-1,-11,-0.5,1,1,-1
Cc1cc(C)n(-c2cccc(F)n2)n1,0.1,-3,-5,-4,-7,1.8,1,-2,1
C=CCNC(=S)/C(=C(/[O-])c1ccccc1Br)[n+]1ccccc1,-0.2,-8,-6,-14,-5,-0.5,9,-16,9
CCC(=O)Nc1ccc(NC(=O)CSc2nc3c(c(=O)n(C)c(=O)n3C)n2CC)cc1,1.3,6,-5,-9,-7,0.0,-2,-12,17
COc1ccc(N(C)C(=O)CCS(=O)(=O)c2cccc3nonc23)cc1,0.5,-11,-2,-5,-14,1.4,8,-10,4
O=C(CSc1nnc(-c2ccccc2)n1Cc1ccco1)Nc1ccc(S(=O)(=O)N2CCCC2)cc1,1.9,-3,-9,-8,-7,1.2,4,-9,3
O=C(NCC1CCCCC1)c1cccc([N+](=O)[O-])c1,1.9,-2,-5,-2,-6,0.0,-1,-11,22
COC(=O)[C@@H]1CC[C@@](C)(c2ccc(OC)cc2)C1(C)C,-0.1,-17,-3,-9,-3,-0.5,4,-14,3
CCOC(=O)C1=C(C)NC(=O)NC1c1ccc([N+](=O)[O-])o1 (stereo unspecified),0.2,-16,-1,-2,-10,-0.2,2,-19,8
COc1ccc(/C=N/NC(=O)CNS(=O)(=O)c2ccccc2)cc1,0.1,-16,12,-3,-9,0.5,-1,-7,-2
CCc1nc2ccc(C(=O)NCCC(C)C)cn2c1N(CC)CCOC,0.0,-16,-7,/,/,/,0,-6,-7
CC1(c2ccccc2)NC(=O)N(CC(=O)Nc2cc3c(cc2Br)OCCO3)C1=O (stereo unspecified),1.5,-18,-1,-7,-20,3.0,4,-1,-18
O=C(/C=C/c1ccccc1)Nn1c(-c2cccs2)nc2ccccc2c1=O,2.2,6,-6,-9,-18,0.5,7,-13,5
O=C(COC(=O)c1ccc(Cl)nc1)NC1CCCCCC1,-0.4,14,-2,-1,-1,-0.3,2,4,-18
O=C(N/N=C/c1ccc(OCc2ccccc2)cc1)c1cc[n+](Cc2ccccc2)cc1,0.6,-9,-9,3,-1,-0.6,5,-7,13
COc1cc(O)c(C(=O)/C=C/c2ccccc2)c(OC)c1,-0.3,-15,-4,1,-13,0.3,1,-5,13
COc1ccc([C@H]2/C=C\CN(C(=O)CC(C)(C)C)[C@@H](C)C(=O)N2Cc2ccc(F)cc2)cc1,-0.1,1,-3,-6,3,1.6,8,-16,16
COc1cc(NC(=S)Nc2cccc(Cl)c2Cl)c(OC)cc1Cl,0.4,24,-3,-8,2,-0.4,1,-5,-5
CCCCNC(=O)O[C@H]1C[C@@H]2CCN3C(=O)CCC(C)(C)[C@H](C1)[C@H]23,0.3,-1,-1,-12,-14,-0.3,7,-15,14
CC(C)CCC(C(=O)O)C(C)CC(=O)NNC(=O)c1ccco1 (stereo unspecified),0.6&0.1,-7&-7,-2&0,-2&-13,-6&18,1.2&0.4,3&1,-22&-4,18&22
CCN(CC)S(=O)(=O)c1cccc(C(=O)Nc2ccc(S(=O)(=O)NC3=NCCCCC3)cc2)c1,1.2,-2,-6,-10,-9,0.4,4,-8,-2
O=S(=O)(c1ccc(S(=O)(=O)N2CCN(C3CCCCC3)CC2)cc1)N1CCCCCC1,0.2,-5,-5,/,/,/,2,-4,16
O=C(CN1C(=O)/C(=C\c2cccc(F)c2)Oc2ccccc21)N1CCN(c2ccccn2)CC1,0.6,-16,-6,-5,-5,-0.1,2,-10,24
Cc1ccc(S(=O)(=O)N2CCN(S(=O)(=O)N3CCCCC3)CC2)c(C)c1,0.7,8,-2,-4,-15,1.7,10,-24,9
Cn1c(N)c(C(=O)CSc2nnc(NC3CCCCC3)s2)c(=O)n(C)c1=O,1.2,-5,-3,/,/,/,4,-3,16
Cc1ccc(Cl)cc1NC(=O)CCC(=O)Nc1cc(Cl)ccc1C,0.2,-8,-1,-8,-1,0.1,0,-7,-4
CCCN(C(=O)COC(=O)CC1CCCCC1)c1c(N)n(Cc2ccccc2)c(=O)[nH]c1=O,0.2,-41,0,-16,-10,-1.1,0,7,-6
CCC(=O)Nc1ccnc(-c2cccnc2)n1,1.4,7,-1,0,10,1.3,12,-36,11
O=C(NCc1nnc(SCC(=O)N2CCCc3ccccc32)n1-c1ccccc1)c1cccc2ccccc12,2.1,50*,-9,-11,-25,0.6,10,7,-3
COC(=O)c1ccccc1NC(=O)NC1CCC(C)CC1 (stereo unspecified),-0.1,-21,-11,0,-24,-1.7,6,-10,15
Cc1c(C(=O)NCc2ccc(Cl)c(Cl)c2)sc(=O)n1Cc1ccc(S(=O)(=O)N(C)C)cc1,6.9,29,-1,/,/,/,9,-5,9
O=C(NCc1ccc2c(c1)OCO2)Nc1ccc([N+](=O)[O-])cc1,11,-15,2,/,/,/,-1,15,-19
Cc1ccc(-c2nc3ccc(Br)cn3c2Cc2ccccc2C(F)(F)F)cc1,0.2,-19,-2,/,/,/,-1,-1,-2
CC1S/C(=N/N=C2CCCCC2)NC1=O (stereo unspecified),-0.3,-10,-7,-4,-1,0.0,6,5,-2
COc1ccc2nc3cc(Cl)ccc3c(Nc3ccc(O)c(CN4CCN(C)CC4)c3)c2c1,0.2,-2,-9,/,/,/,0,-8,2
COc1nnc(-c2ccc(N3CCCCC3)c(NC(C)=O)c2)c2ccccc12,0.8,-5,-8,2,0,-1.3,14,-5,16
N#CC1=C(N)Oc2n[nH]c(-c3ccc(F)cc3)c2C1c1ccncc1 (stereo unspecified),0.1,10,-2,-1,-6,0.7,8,-7,12
CN(Cc1ccccc1)C(c1ccnc2ccccc12)c1nnnn1-c1ccc2c(c1)OCCO2 (stereo unspecified),1.5,23,/,/,/,/,2,-2,9
O=C(Nc1ccc2nc(-c3ccc4nc[nH]c4c3)[nH]c2c1)c1cccs1,0.0,1,0,-9,-8,-0.6,4,-10,-4
Cc1cc2oc(=O)cc(CN3CCCCC3)c2cc1O,1.6,0,-5,-10,-2,1.1,4,-1,3
Cc1ccccc1-n1ncc2c1CC(C)(C)CC2NC(=O)CCN1Cc2ccccc2C1=O (stereo unspecified),2.4,0,-4,-8,-21,-0.7,5,18,-6
CN1CCN(CC#CCC(O)(c2ccccc2)c2ccccc2)CC1,11,-9,-6,-10,-19,-0.1,2,0,22
Cc1ccc(C(=O)NCCc2nnc(SCC(=O)Nc3cccc(C(=O)O)c3)n2C)cc1,0.4,/,-2,/,/,/,/,-4,7
Cc1cccc(NC(=S)N2CCC(NC(=O)c3cccc(F)c3)CC2)c1,-0.5,7,-2,-1,-21,-0.3,-1,-14,15
COc1cc(C(=O)OCC(=O)Nc2cccc(S(=O)(=O)N3CCCC3)c2)ccc1OCC(C)C,-0.3,-5,-3,-3,2,0.9,1,-2,-5
Cc1ccc(C)c(CN2C(=O)NC3(CCCCCC3)C2=O)c1,2.6,25,-3,-5,-10,-0.6,1,-12,9
CCCCc1nc(NCCNC(=O)c2ccco2)c(C#N)c2c1CSC(C)(C)C2,/,46,/,-12,-22,0.5,14,/,/
O=C(NCC1CCCO1)c1cc2ccccc2[nH]1 (stereo unspecified),-0.2,18,-1,-12,-5,-0.5,0,1,3
COC(=O)CCN1CCN(S(=O)(=O)c2ccccc2Br)CC1,-0.1,-11,-5,2,16,2.5,5,-4,4
CCSc1nc2c(sc3ccccc32)c(=O)n1C(C)C,-0.6,1,-3,-1,-28,-0.2,18,13,-7
c1ccc(CNCc2ccc(CNCc3ccccc3)cc2)cc1,0.7,11,-6,/,/,/,5,-6,2
CCOc1ccc(Br)cc1S(=O)(=O)Nc1ccc(N2CCOCC2)cc1,0.9,12,-4,-9,1,6.4,5,6,17
Cc1onc(C(=O)N2CCN(c3ccccc3)CC2)c1[N+](=O)[O-],0.7,-11,-3,-6,-6,0.2,4,-13,8
CC(Oc1ccccc1)C(=O)NN1Cc2ccccc2C1=N (stereo unspecified),-0.1,-2,-11,-3,2,0.2,4,5,-6

# Compound profiles, as listed above. Screens in order: M1 ag parental, TAAR1 antag, M1 ag, OXTR potentiator, CHO parental Ca, V1aR counter, TAAR1 ag, CHO-K1 Ca antag, CHO-K1 Ca PAM
# Record of CN1CCN(CC#CCC(O)(c2ccccc2)c2ccccc2)CC1 = 11, -9, -6, -10, -19, -0.1, 2, 0, 22
# Record of COC(=O)CCN1CCN(S(=O)(=O)c2ccccc2Br)CC1 = -0.1, -11, -5, 2, 16, 2.5, 5, -4, 4

# High-throughput results deposited in PubChem by The Scripps Research Institute Molecular Screening Center.
